Screening data from PubChem BioAssay.
Arr AP2 block: inhibitors of human beta-arrestin and AP2 interaction | FITC-arrestin peptide / GST-AP2 beads, flow cytometry; AP2 beta2 appendage carries R879A mutation | inhibition, % at 10 µM | 340,000 compounds, 0.31% hits | AID 504490;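 active = inhibition above a set limit, near 3 SD of compounds lacking own fluorescence, cut at about 54% in these data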;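 also: plate controls were DMSO wells for no effect and 5 µM unlabelled arrestin peptide for full effect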
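System: GST-AP2 R879A bound to glutathione beads, E. coli-expressed. Also added: 50 nM FITC-arrestin peptide. Schedule: compound with beads 12 min RT, then probe 1 h RT. Signal: bead flow cytometry, FITC channel. Read-out basis: percent response.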
Mot1-301 SUMO: SUMOylation pathway inhibition by Mot1-301 growth rescue; growth rescue, % at 18.8 µM; S. cerevisiae Mot1-301 growth rescue, ATP luminescence, 38.5C; percent above DMSO median, 100 means doubled; AID 2716; 320,000 compounds, 1% hits;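 active = every valid replicate shows activation above 250% relative to neutral control wells; inactive = the rest, any valid replicate at or below 250%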;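 also: OY570 slx delta 5 strain wells were the positive control but not used for scaling; some compounds called inactive have numbers as strong as hits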
PKA-R1A activ: activates the PKA-R1A holoenzyme complex. 340,000 compounds, 0.083% hits. PKA-R1A dissociation, Cy5-IP20 fluorescence polarization; scaled: DMSO 0%, 113 µM cGMP 100%. activation, % at 11.4 µM. P00514+P68181;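 active = percent activation above the mean of all tested compounds plus 3 SD, cut at about 19% in these data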;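 also: higher means more PKAc released from R1A so a rise in polarization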
PfHsp90 yeast 2: reduces growth (ATP signal) of yeast expressing P. falciparum Hsp90. S. cerevisiae expressing PfHsp90, BacTiter-Glo ATP, 48 h; yeast lacking PDR1 and PDR3 efflux regulators. inhibition, % at 9.4 µM. 310,000 compounds, 0.32% hits. AID 504621;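 active = every replicate shows inhibition above about 80%, whatever the replicate mean, limit read from the data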;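 also: 0% = DMSO neutral controls and 100% = 20 µM radicicol positive controls; yeast relying on Plasmodium falciparum Hsp90 in place of its own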
Pemphigus Ab inh: inhibitors of pemphigus antibody binding to human desmoglein-3; AID 588358; DSG3-coupled beads, scFv-anti-DSG3-GFP binding, flow cytometry; hits give low values; binding (percent of control), % at 10 µM; 310,000 compounds, 0.48% hits; P32926;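 active = binding more than 3 SD below its plate's average and above zero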;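 also: hits lower antibody fragment binding to DSG3; some compounds called inactive have numbers as strong as hits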
OPRM1-OPRD1 inv: mu-delta opioid heterodimer inverse agonism | inhibition, % at 9.3 µM | cell-based MOR-DOR heterodimer luminescence | 340,000 compounds, 0.21% hits; in the data active = inhibition above about 22%, passing the limit was not always enough;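 also: 0% = cells with DMSO and 100% = wells without cells with DMSO; values of inactives mirror those of a sister screen read the other way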
Target sequence (P35372 whole entry, looked up): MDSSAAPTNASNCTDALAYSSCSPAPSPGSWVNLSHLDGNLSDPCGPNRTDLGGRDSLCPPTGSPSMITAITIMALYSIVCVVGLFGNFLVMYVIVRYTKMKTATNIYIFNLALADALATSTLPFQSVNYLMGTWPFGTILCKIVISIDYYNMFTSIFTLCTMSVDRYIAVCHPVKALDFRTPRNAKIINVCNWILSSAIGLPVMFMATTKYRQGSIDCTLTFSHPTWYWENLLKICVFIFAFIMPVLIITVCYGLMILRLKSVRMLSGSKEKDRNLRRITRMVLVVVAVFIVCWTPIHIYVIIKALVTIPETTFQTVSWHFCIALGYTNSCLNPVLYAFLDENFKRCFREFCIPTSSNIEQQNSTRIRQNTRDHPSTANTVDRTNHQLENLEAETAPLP
Target sequence (P41143 whole entry, looked up): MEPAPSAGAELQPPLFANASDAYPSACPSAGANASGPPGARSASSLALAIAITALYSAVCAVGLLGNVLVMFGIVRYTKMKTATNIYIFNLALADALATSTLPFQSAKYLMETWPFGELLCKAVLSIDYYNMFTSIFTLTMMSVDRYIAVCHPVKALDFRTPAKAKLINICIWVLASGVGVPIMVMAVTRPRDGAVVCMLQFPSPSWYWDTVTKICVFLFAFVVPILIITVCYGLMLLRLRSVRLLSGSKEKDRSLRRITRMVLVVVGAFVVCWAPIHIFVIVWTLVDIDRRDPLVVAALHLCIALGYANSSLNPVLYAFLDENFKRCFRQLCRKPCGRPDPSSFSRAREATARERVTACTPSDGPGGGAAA
AddAB inh: less growth of phage-infected E. coli with AddAB; E. coli expressing H. pylori AddAB, absorbance growth; inhibition, % at 11.9 µM; 330,000 compounds, 0.29% hits; AID 435030; in the data active = inhibition above about 12%;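 also: 0% = vehicle wells of infected cells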
E coli growth: reduces bacterial viability in AddAB counter-screen; 330,000 compounds, 0.27% hits; inhibition, % at 11.9 µM; E. coli V3065 growth, OD600 absorbance, 18 h; AID 449728;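 active = inhibition above the campaign's mean inhibition across all tested compounds plus 3 SD, cut at about 9.9% in these data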;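 also: uninfected addAB+ strain grown without phage in ampicillin broth; 0% = DMSO wells and 100% = ciprofloxacin 0.95 µg/ml wells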
MOR-DOR ag: agonists of human mu-delta opioid receptor heterodimerization. activation, % at 9.3 µM. cells, OPRM1-OPRD1 heterodimerization, luminescence. 340,000 compounds, 0.3% hits; in the data active = activation above about 18%;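 also: 0% = vehicle-treated cells and 100% = reference agonist; values of inactives mirror those of a sister screen read the other way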
Tat transport: blocks Tat-dependent protein export in E. coli | inhibition, % at 10 µM | 340,000 compounds, 0.036% hits | E. coli MC4100 TorA-mCherry Tat export, fluorescence;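 active = mean replicate inhibition at least 50% and at least half of replicates individually reaching 50%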;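 also: exported cargo escapes ClpAP degradation while cytoplasmic cargo is degraded and loses fluorescence; 0% = median of neutral control wells and 100% = median of NaSCN control wells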
phage Ecoli inh: E. coli growth loss with phage present | growth absorbance | 360,000 compounds, 0.26% hits | inhibition, % at 11.9 µM; in the data active = inhibition above about 11%
* hit, by the source's call; . = no result given.

smiles	Arr AP2 block	Mot1-301 SUMO	PKA-R1A activ	PfHsp90 yeast 2	Pemphigus Ab inh	OPRM1-OPRD1 inv	AddAB inh	E coli growth	MOR-DOR ag	Tat transport	phage Ecoli inh
Cc1ccc2oc(C(=O)NCCCN3CCOCC3)c(C)c2c1	-6	-13	-9	2	112	20	-1.6	-3.9	-6.2	1	0.9
CCOC(=O)c1ccc(N2CCN(C(=O)c3ccccc3)CC2)c(NC(=O)c2ccco2)c1	-4	-9	-7	-25	.	6	2.6	-1.3	-1.0	-1	2.3
CCOc1ccc(-n2ccc(=O)c(C(=O)Nc3ccc(S(=O)(=O)Nc4nccs4)cc3)n2)cc1	13	3	-9	-7	101	10	4.3	0.3	-1.9	-4	3.4
Cn1nccc1NS(=O)(=O)c1ccc(NC(=O)C(F)(F)F)cc1	8	1	.	-14	93	.	7.0	6.7	.	-4	2.4
Cc1ccc(-c2nc3ncccc3o2)cc1NC(=O)c1cccs1	3	-10	-6	-7	90	3	3.9	-1.5	-0.4	4	6.7
O=C(c1ccc(N2CCCC2=O)cc1)N1CCN(c2ccccc2O)CC1	17	28	-5	-1	.	10	1.5	-0.2	-2.6	-8	1.8
COC(=O)c1ccccc1OC(=O)c1cc2ccccc2oc1=O	1	1	-12	-8	95	2	2.9	0.1	-0.5	-3	2.8
CCC(C(=O)OCC(=O)Nc1ccc(C(=O)Nc2ccc(OC)cc2)cc1)c1ccccc1 (stereo not drawn)	-3	247	-5	8	85	-97	2.8	-2.1	19*	-20	3.1
Cc1cc(C(=O)CN2C(=O)NC(c3ccccc3)(c3ccccc3)C2=O)c(C)n1Cc1ccco1	1	33	4	7	97	5	0.0	0.9	-0.8	0	2.9
Cc1ccc(C)c(NC(=O)CCC(=O)N/N=C/c2ccc[nH]2)c1	6	5	4	.	97	-2	0.9	0.4	0.3	-2	0.0
COc1ccc(O)c(C(=O)c2cnn(-c3ccccn3)c2)c1	-27	60	-5	.	110	0	2.0	-0.4	0.0	-1	2.5
CCOC(=O)C1=C(C)N(C)C(=O)NC1c1c(OC)ccc2ccccc12 (stereo not drawn)	5	-21	4	5	115	3	2.3	-0.6	-0.5	-6	2.6
O=[N+]([O-])c1cccc(COc2ccccc2CN2CCOCC2)c1	4	.	8	8	103	12	.	.	-2.5	-11	0.6
CN(C)CC1CCCCC1OC(=O)c1ccc(Cl)cc1Cl (stereo not drawn)	14	-15	-3	27	89	3	4.0	-1.8	-0.4	-2	6.6
C[C@H](NC(=O)Nc1ccccc1F)C(=O)O	-6	-19	-3	3	89	8	-0.9	-0.7	-1.4	-8	0.0
COc1ccc(C(C)=O)cc1COC(=O)c1cc2ccccc2cc1O	28	-26	-3	9	102	-29	2.6	-1.8	3.5	-3	-0.8
CC(C)CSc1nc2ccccc2n1CC(=O)O	55*	0	4	4	94	10	2.2	1.5	-2.1	-6	3.1
CCc1n[nH]c2c1/C(=N\O)CC(C)(C)C2	19	-4	-9	10	108	8	2.8	3.8	-2.0	-11	1.3
CCOC(=O)/C(C#N)=C1/C=CN(c2ccccc2)C=N1	7	-5	3	-1	111	-4	2.5	-1.1	0.9	1	1.4
CCCCCn1c(=O)c(C(=O)OCC)c(Cl)c2ccccc21	33	650	-5	0	89	-3	4.3	2.8	0.6	5	0.1
COc1ccccc1C(CNC(=O)CNC(=O)c1ccccc1Cl)N1CCCC1 (stereo not drawn)	-4	0	-11	7	90	7	-3.4	-2.8	-1.6	16	9.4
c1ccc(CN2CCN(c3nc(-c4ccccc4)nc4ccccc34)CC2)cc1	-2	5	-1	-13	113	1	2.6	3.4	-0.2	10	4.9
CCNC(=S)N(Cc1ccccc1)Cc1nc2ccccc2c(=O)[nH]1	6	179	-12	-5	126	5	1.7	-0.2	-1.0	3	2.1
CC(C)(C)c1nc(NCCO)c2nnn(Cc3ccccc3)c2n1	13	14	1	1	98	-26	-0.2	1.1	5.4	7	-1.3
O=C(Nc1ccc(Cl)c(Cl)c1)N1CC=CCC1	4	20	14	6	99	6	3.3	0.2	-1.4	-18	5.8
Cc1cc(C)cc(NC(=O)C2CCCN(c3nccc(C)n3)C2)c1 (stereo not drawn)	26	1	-19	.	123	11	0.9	-3.7	-1.9	-5	.
Cc1sc2nc(CSCC(=O)Nc3ccc(C(=O)N(C)C)cc3)[nH]c(=O)c2c1C	7	8	10	14	.	9	0.0	-1.4	-2.4	1	-0.4
Cc1ccccc1N1CCN(C(=O)c2ccccc2NC(=O)/C=C\C(=O)O)CC1	2	17	3	22	90	-6	5.3	-0.6	1.4	-1	1.7
NC(=O)c1ccccc1NC(=O)C(c1ccccc1)c1ccccc1	5	113	-8	-5	108	13	3.1	-0.7	-2.7	30	2.1
CC(C)Sc1nc(N2CCCC2)c2c(c1C#N)CC(C)(C)OC2	23	-6	0	8	97	5	0.7	2.2	-0.9	15	1.9

In a second layout: 2 of the compounds above
Order of results: Arr AP2 block | Mot1-301 SUMO | PKA-R1A activ | PfHsp90 yeast 2 | Pemphigus Ab inh | OPRM1-OPRD1 inv | AddAB inh | E coli growth | MOR-DOR ag | Tat transport | phage Ecoli inh
Cc1ccc2oc(C(=O)NCCCN3CCOCC3)c(C)c2c1
  -6 | -13 | -9 | 2 | 112 | 20 | -1.6 | -3.9 | -6.2 | 1 | 0.9
CCOC(=O)c1ccc(N2CCN(C(=O)c3ccccc3)CC2)c(NC(=O)c2ccco2)c1
  -4 | -9 | -7 | -25 | . | 6 | 2.6 | -1.3 | -1.0 | -1 | 2.3

Next entries
smiles	Arr AP2 block	Mot1-301 SUMO	PKA-R1A activ	PfHsp90 yeast 2	Pemphigus Ab inh	OPRM1-OPRD1 inv	AddAB inh	E coli growth	MOR-DOR ag	Tat transport	phage Ecoli inh
Nc1ccccc1SC/C=C/CSc1ccccc1N	26	74	-13	-24	111	-3	0.4	0.7	0.7	1	1.4
Cc1cc(C)cc(NC(=O)NNC(=O)c2cc3occc3[nH]2)c1	10	-5	8	11	101	8	3.4	-2.6	-1.6	-7	3.0
O=C(O)CCN=Cc1c(O)c2ccccc2oc1=O	-6	26	-11	-28	104	11	2.8	-0.8	-2.3	8	1.1
CCN(N=Nc1cccc([N+](=O)[O-])c1)c1cccc([N+](=O)[O-])c1	1	9	3	-5	97	2	1.0	0.1	-0.4	-1	1.1
S=C(NN=C1CCN(Cc2ccccc2)CC1)NC1CCCCC1	33	-10	-3	4	90	1	3.4	-2.7	-0.3	3	0.8
COc1ccc(NC(=O)CSc2[nH]c(=O)cc(C)c2C#N)cc1OC	1	8	-5	30	79	-12	1.9	0.8	2.1	-3	1.7
Cc1ccc(C2=CC(C)(c3ccc(C)cc3)Nc3nc(C(F)(F)F)nn32)cc1 (stereo not drawn)	.	3	-18	3	92	-65	-0.8	-0.9	9.2	6	6.9
O=C(NCc1ccccc1)c1onc(CSc2ccc(Cl)cc2)c1C(=O)NCC1CC1	.	6	-4	37	98	3	3.1	2.0	-0.6	3	1.0
O=C(NCCc1ccccc1)C(=O)NCC1OCCCN1S(=O)(=O)c1cc(F)ccc1F (stereo not drawn)	6	-9	-8	6	101	13	2.3	1.6	-2.4	-8	0.9
Cc1cccc(Oc2ncnc(N)c2[N+](=O)[O-])c1C	-1	8	-4	8	99	11	3.9	-0.3	-2.1	-2	1.4
CCOC(=O)C1=C(CSc2nc(-c3ccncc3)ccc2C#N)OC(N)=C(C#N)C1c1ccc(OC)cc1 (stereo not drawn)	-11	-12	3	15	97	2	1.2	-0.5	-0.4	8	-1.5
CC(Oc1ccc(Cl)cc1)C(=O)Nc1cccc(S(=O)(=O)N2CCOCC2)c1 (stereo not drawn)	-1	1	-13	2	.	-12	1.6	-0.9	3.0	-11	0.5
COc1cc(C2/C(=C(\O)c3ccc4c(c3)OCCO4)C(=O)C(=O)N2Cc2ccccc2)ccc1O (stereo not drawn)	-7	-1	-1	-1	.	13	3.4	-0.6	-2.5	-12	0.6
Cc1nc2ccc(C(=O)OCc3nnc(-c4ccc(Br)cc4)o3)cc2nc1C	-6	231	1	10	97	20	1.5	-1.0	-3.7	6	0.8
Cc1cccc(C(=O)OCC(=O)Nc2c(C)nn(-c3ccccc3)c2C)c1O	-11	-7	7	-36	100	2	-0.2	-0.1	-0.5	-7	4.8
COc1cc2c(cc1OC)C(c1c(Cl)cccc1Cl)NC(=O)C2 (stereo not drawn)	30	0	-11	10	101	6	2.0	3.9	-1.3	-3	1.2
CCC(=O)NCCc1nc2ccccc2n1Cc1ccccc1	2	4	9	13	95	5	-0.3	-2.7	-0.9	3	3.3
CCOc1cc2oc(=O)c3c(c2cc1Cl)CCC3	-3	245	-2	-1	94	2	2.2	0.4	-0.4	-2	1.3
COc1cc(OC)c(NC(=O)c2c(-c3ccccc3)noc2C)cc1Cl	15	4	-3	.	70*	-41	1.4	-4.3	7.5	6	3.8
O=S(=O)(NCCc1csc(-c2cccnc2)n1)c1ccc2c(c1)OCCO2	1	-1	-2	7	108	16	-1.3	0.7	-2.9	10	2.5
Cc1cc(NC(=O)C2CCN(S(=O)(=O)Cc3ccccc3)CC2)ccc1-n1cnnn1	1	-11	6	-6	95	4	8.2	2.4	-0.8	-2	4.3
CC(=O)NC(=S)Nc1ccc(NC(=O)c2cccnc2)cc1	0	-5	-9	-18	93	-5	2.1	0.5	1.0	-5	4.8

Outcome played no part in choosing rows; about 2.8% have a hit in one of these screens.
